RXFP1 antag: antagonists of human relaxin receptor RXFP1; 350,000 compounds, 0.59% hits; Q9HBX9; HEK293-RXFP1, relaxin-stimulated cAMP HTRF, 30 min; active compounds read low; activity change, negative = inhibition, % at 57.5 µM; AID 1259400;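 active = activity change of -60% or lower, but not beyond a set lower limit; inconclusive = change between -60% and -40%, or beyond the set limit; inactive = change above -40%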; note: % is set by controls: 0 for no effect and ±100 for the full control effect
RXFP1 ag: activates the human relaxin receptor RXFP1. Q9HBX9. HEK293T-RXFP1 cAMP TR-FRET, 30 min; response scale: percent of porcine relaxin response, buffer zero. Potency, µM (series often up to 57.5 µM), for the others: top-dose activation, most hits filed as activators. 370,000 compounds, 0.3% hits. AID 2676; active = well fitted activation curve with a large enough effect; inconclusive = small, poorly fitted or top-dose-only effect; note: potency is the fitted concentration of half-maximal effect; % is set by controls: 0 for no effect and ±100 for the full control effect; nearly all actives have a fitted effect of over 60% in size; many of its hits are not listed in these tables
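cAMP rise read by TR-FRET after 30 min, 37C compound exposure (up to 58 uM) in RXFP1-transfected HEK293 cells with Ro 20174 present. EC50 from Hill-equation fits, with 29 nM porcine relaxin as 100% and buffer as basal.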
D2 potentiator: D2 dopamine receptor (human) potentiation; 340,000 compounds, 0.34% hits; potentiation, % at 10 µM; HEK293 T-REx D2, calcium flux, EC20 dopamine potentiation; P14416;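 active = potentiation over 3 SD above the plate norm, cut at about 30% in these data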; note: 0% is about no effect
Target sequence (P14416 whole entry, looked up): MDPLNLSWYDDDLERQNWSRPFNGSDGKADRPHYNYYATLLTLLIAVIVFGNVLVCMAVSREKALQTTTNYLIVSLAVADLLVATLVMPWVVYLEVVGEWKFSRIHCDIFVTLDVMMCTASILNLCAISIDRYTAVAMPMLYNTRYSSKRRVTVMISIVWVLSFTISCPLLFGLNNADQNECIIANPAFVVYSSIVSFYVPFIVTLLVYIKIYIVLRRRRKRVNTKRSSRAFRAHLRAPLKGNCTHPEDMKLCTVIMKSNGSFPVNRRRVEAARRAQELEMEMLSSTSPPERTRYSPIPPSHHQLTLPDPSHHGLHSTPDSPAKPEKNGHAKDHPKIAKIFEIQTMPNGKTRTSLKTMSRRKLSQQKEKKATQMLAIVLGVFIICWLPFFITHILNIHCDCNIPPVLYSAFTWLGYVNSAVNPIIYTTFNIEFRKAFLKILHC
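Potentiation of an EC20 dopamine calcium response is measured in a force-coupled, tetracycline-inducible Hek293 Trex D2 line. Compound-only kinetic reads over 180 s flag agonists before dopamine addition.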
D2 antag: D2 dopamine receptor (human) antagonism; HEK293 TREx D2 cells, calcium flux, dopamine EC80; inhibition, % at 10 µM; 340,000 compounds, 2% hits; in the data active = inhibition above about 30%; note: 0% is about no effect
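Read-out: kinetic calcium fluorescence (1 cycle/s) in inducible HEK293 T-REx D2 cells after an EC80 dopamine addition that followed 180 s compound preincubation. Loss of the dopamine response indicates antagonism.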
D2 ag: activates the human D2 dopamine receptor; P14416; HEK293 T-REx D2 cells, calcium flux agonist mode; activation, % at 2 µM; 340,000 compounds, 0.53% hits;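 active = activation over 3 SD above normal in the single-dose calcium agonist read, cut at about 30% in these data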; note: 0% is about no effect
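Tetracycline-induced HEK293 Trex cells with D2 receptor force-coupled to calcium signaling, plated overnight at 30 C and loaded with no-wash calcium dye. Calcium flux read kinetically for 180 s after compound addition; responses flag agonists.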
D1 antag: blocks dopamine activation of the human D1 receptor; P21728; activity change, negative = inhibition, % at 10 µM; HEK293 TREx D1 cells, calcium flux, dopamine EC80; active compounds read low; 360,000 compounds, 3.2% hits; in the data active = activity change below about -30%; note: % is set by controls: 0 for no effect and ±100 for the full control effect
Target sequence (P21728 whole entry, looked up): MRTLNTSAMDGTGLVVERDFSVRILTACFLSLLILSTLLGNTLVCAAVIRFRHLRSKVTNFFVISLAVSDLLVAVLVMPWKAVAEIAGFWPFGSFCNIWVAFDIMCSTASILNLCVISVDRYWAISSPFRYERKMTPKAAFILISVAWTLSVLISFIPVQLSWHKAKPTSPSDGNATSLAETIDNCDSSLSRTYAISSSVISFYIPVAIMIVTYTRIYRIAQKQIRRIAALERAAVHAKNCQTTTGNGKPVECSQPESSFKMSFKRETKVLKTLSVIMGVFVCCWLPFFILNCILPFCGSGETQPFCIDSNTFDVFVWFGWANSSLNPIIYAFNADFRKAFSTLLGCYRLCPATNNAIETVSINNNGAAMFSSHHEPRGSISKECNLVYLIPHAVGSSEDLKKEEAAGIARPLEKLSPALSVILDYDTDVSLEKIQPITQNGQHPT
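Tetracycline-induced HEK293 Trex D1 cells, force-coupled to calcium, dye-loaded; compounds added and read 180 s, then EC80 dopamine added and calcium flux tracked kinetically another 180 s.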
D1 potentiator: enhances dopamine response at the human D1 receptor; potentiation, % at 10 µM; 360,000 compounds, 0.036% hits; HEK293 TREx D1 cells, calcium flux, dopamine EC20 potentiation; in the data active = potentiation above about 30%; note: 0% is about no effect
D1 agonist: agonists of human D1 dopamine receptor; P21728; HEK293 T-REx D1 cells, calcium flux, agonist mode; activation, % at 2 µM; 360,000 compounds, 1% hits; in the data active = activation above about 30%; note: 0% is about no effect
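Tetracycline-induced HEK293 TREx D1 cells, force-coupled to calcium signalling, were dye-loaded with a no-wash calcium kit. Compound was pin-added after a 10 s baseline. Fluorescence was read kinetically at 1 cycle/s for 180 s, with calcium rises flagged as agonism.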
TRHR enhancer: allosteric enhancers of human TRH receptor | TRHR cells, fluo-8 calcium fluorescence, EC20 TRH enhancement | enhancement, % at 2 µM | 360,000 compounds, 0.66% hits | AID 493056; in the data active = enhancement above about 30%; note: 0% is about no effect
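Enhancer read-out: after compound pinning and an initial kinetic agonist-mode read, an EC20 of TRH (10 nM final) was injected and fluo-8 calcium signal (Ex 480/Em 530) followed at 1 s/cycle for 100 cycles in TRHR-expressing cells.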
The depositor's hits bear a star; ? = inconclusive; · = not tested or not shown. Only part of the results is shown (hit frequency here may not be typical).

The line under a structure holds: D2 ag, D1 agonist, D2 potentiator, D2 antag, RXFP1 antag, RXFP1 ag, TRHR enhancer, D1 antag, D1 potentiator
CCOc1ccccc1C(c1c(C)n(C)n(-c2ccccc2)c1=O)c1c(C)n(C)n(-c2ccccc2)c1=O
    -1.0, 4, 14, -5, 5, -1.8%, -11, -2, 2
Cc1cccc(OCc2nnc(-c3ccc(F)cc3)o2)c1
    -0.1, 0, -2, 21, 5, 1.0%, -7, 1, -1
COc1ccc(Br)cc1C(=O)Nc1ccc(C(=O)NCC(C)C)cc1
    0.5, 2, 21, 7, -11, 1.0%, 46*, 5, -8
COc1ccc(/C=C2\SC(=S)N(CC(=O)Nc3nnc(C)s3)C2=O)cc1
    -0.1, -4, -5, -15, -8, -0.7%, 7, 21, 6
COc1ccc(OCc2cccc(C(=O)O)c2)cc1
    0.7, 0, 3, 35*, ·, ?, 9, 2, -8
Cc1ncc(CN2CCC(CO)(CCc3ccccc3)CC2)s1
    0.7, 0, -38, 81*, -1, 0.1%, -9, -5, -1
O=C1OC(c2ccccc2)c2ccccc21 (stereo not drawn)
    1.9, 2, 1, -2, 7, -0.9%, 5, -5, -2
Cc1cc(C)c(NC(=O)C2=CCN(S(=O)(=O)c3ccc(F)cc3)CC2)c(C)c1
    -0.4, -2, 4, 0, ·, 0.1%, -5, -6, -2
O=C(Nc1c(C(=O)O)[nH]c2ccc(F)cc12)c1cccc(C(F)(F)F)c1
    -0.2, 1, -4, 0, -12, 4.5%, -1, 4, 5
O=C(Nc1ccc(F)cc1)c1c(Cl)nc2ccccn12
    -0.2, 0, 17, 0, -12, 1.0%, 10, 21, 2
Cc1cc(Oc2ccc(=O)n(C)n2)nc(Oc2ccc(=O)[nH]n2)n1
    -0.4, 3, 3, 8, -7, -0.3%, 10, 15, -1
COc1ccccc1NC(=O)c1cc(Cl)nnc1Cl
    ·, 1, ·, ·, 10, 1.0%, 7, 13, -3
C=CCSc1nnc(NC(=O)C23CC4CC(CC(NC(C)=O)(C4)C2)C3)s1
    0.3, 6, -2, -11, 1, 1.2%, 18, -1, 1
Cn1c(-c2ccc(F)cc2)cnc1SCC(=O)Nc1ccccc1
    ·, 2, -19, -8, -12, -1.1%, 3, -26, -1
CCN1CCN(C(=O)c2ccc3c(c2)N(Cc2ccc(Cl)cc2)C(=O)c2ccccc2S3(=O)=O)CC1
    ·, 4, -23, ·, ·, -0.8%, -8, -5, -5
COc1ccnc(CSC(N)=Nc2ccc(F)cc2)c1
    10, 1, -9, -4, -3, 0.0%, 1, 18, -8
CCc1c(C)[nH]c2nc3ccccc3n2c1=O
    -0.2, 0, 0, -2, 2, 2.9%, -4, -1, -4
CN(c1ccccc1)S(=O)(=O)c1cccc(NC(=O)Cc2n[nH]c(=O)c3ccccc23)c1
    0.0, 10, -9, -14, 0, -2.8%, 4, -5, -4
CNC(=O)/C(C#N)=C/c1ccc(-c2ccccc2[N+](=O)[O-])o1
    -1.0, 0, -14, -6, 11, 1.3%, 2, -17, -1
CCCc1[nH][nH]c(=O)c1C(c1ccc(Br)cc1)C(C#N)C#N (stereo not drawn)
    -0.5, 5, -11, 12, -22, 3.4%, -3, -1, 0
CCCCNC(=O)CSc1nc2cc3c(cc2c(=O)n1Cc1ccco1)OCO3
    0.6, -2, 8, 9, -14, -0.7%, -6, -6, -6
Cc1ccc(NC(=O)c2oc3ccc(S(=O)(=O)N4CCCCC4)cc3c2C)cc1C
    -0.1, -2, -10, ·, -10, 3.8%, -3, -31*, -1
CCOc1ccc(C(=O)N2CC(=O)Nc3ccc(C)cc3C2c2ccc(F)cc2)cc1OCC (stereo not drawn)
    2.3, 19, 10, ·, -4, -2.7%, -2, -4, 1
COc1cccc(NC(=O)CN(C)C(=O)CSc2nc3ccccc3s2)c1
    -0.9, 11, 1, -5, -13, 0.3%, 4, -17, 4
CCN1CCN(c2ncnc3c2cnn3-c2ccc(C)c(Cl)c2)CC1
    -1.0, -5, 7, ·, 1, 1.2%, 4, 14, 0
COc1ccc(NC(=S)N2CCN(S(=O)(=O)c3ccccc3)CC2)cc1OC
    0.3, 6, -9, -3, -4, -1.1%, 1, 1, 1
Cc1ccccc1NC(=O)Cc1cn(C)c2ccccc12
    0.8, -1, -1, -6, 3, 0.2%, 0, -1, 2
CCCN1CCN(C(=O)c2ccc(-c3ccc([N+](=O)[O-])cc3)o2)CC1
    -0.2, 0, -7, -2, 2, 1.4%, -1, 2, -2
Nc1cc(Cl)c(N)cc1Cl
    0.2, 3, -4, -2, 1, -4.2%, -3, -3, -7
COc1ccc(N2C(=O)C(F)(F)C2c2ccc(C)cc2)cc1OC (stereo not drawn)
    0.7, 2, -1, -4, -10, 1.5%, -6, -8, -4
CCOc1cccc(/C=C/c2cc(C(=O)O)c3ccccc3n2)c1OC
    -0.2, 3, 0, 3, 3, 3.5%, -3, -2, -2
COC(=O)c1ccc(CN2CCN(C3CCCCC3)C(CCO)C2)cc1 (stereo not drawn)
    -2.0, -1, 6, 1, 1, 0.9%, 20, 0, -1
Cc1nn(C)c(C(=O)N/N=C/c2cccnc2)c1Br
    ·, 2, 15, ·, -4, 1.9%, 0, 10, 0
COc1ccc([C@H]2CC(=O)C=C(c3ccc4c(c3)OCO4)C2)cc1OC
    0.1, 3, 10, 11, ·, 0.7%, -2, 34, 2
CCOC(=O)N1CCC(Nc2c(N3CCN(c4cccc(C(F)(F)F)c4)CC3)c(=O)c2=O)CC1
    1.3, 1, 12, -12, 10, -0.9%, 11, -11, -7
CCOC(=O)c1ccc(NC2=CC(c3ccc(Br)cc3)N(c3ccc(C(=O)OCC)cc3)C2=O)cc1 (stereo not drawn)
    -1.5, 0, 25, ·, ·, 0.5%, -3, 5, -2
Cc1ccnn1CC(=O)N/N=C/c1cccs1
    0.8, 4, 1, 15, 10, 0.4%, -7, -10, -3
CC(C)N(C(=O)CSc1nc(Cc2ccccc2)nc2ccccc12)C(C)C
    -0.5, 18, -2, 4, -5, 9.8%, -2, 40, 2
CC1=C(C(=O)NCc2cccc(Cl)c2)C2(CCCCCC2)OC1=O
    17, 1, -2, ·, -18, 2.7%, 17, -31*, -2
O=C(CCc1ccccc1)Nc1nnc(-c2ccc3c(c2)OCCO3)o1
    -2.6, 1, -5, -27, -27, -0.8%, -1, -3, 0
COC(=O)c1ccc(Cl)cc1NC(=O)N1CC=C(c2c[nH]c3ccccc23)CC1
    2.8, 9, -4, ·, -14, -1.4%, 1, -16, 2
COc1cccc(N2CCN(CC(=O)Nc3nc4c(s3)CC(C)CC4)CC2)c1 (stereo not drawn)
    -0.1, 4, 0, -8, -2, 0.3%, -3, -5, 0
O=C(CSc1nc2ccccc2c(=O)n1CCCO)NC1CC1
    0.2, 0, 3, -4, 2, 2.4%, 0, 9, -1
CCn1c(NC(=O)c2ccccc2F)c(-c2cccs2)c(=O)c2ccccc21
    -1.7, 3, 1, -44, 2, -0.1%, -9, -11, 4
COc1cc(NC(=O)CSc2nc(-c3ccc(C)cc3)nc3c2Cc2ccccc2O3)cc(OC)c1
    0.5, 2, -5, ·, -9, 7.3%, 4, -2, -2
Cc1cccc2sc(NC(=O)CN(C)S(=O)(=O)c3cccs3)nc12
    -0.2, -2, 7, -5, -7, -1.9%, 21, 20, 7
CCOc1ccccc1NC(=O)NNC(=O)COc1cccc(C)c1C
    0.4, 6, -2, -7, -4, 0.1%, 3, -13, -2
Cc1c(Cl)cccc1NC(=O)c1cc2sccc2n1Cc1ccc(F)cc1
    -0.6, 4, -4, ·, ·, 0.3%, 1, 0, -5
CC(C)(C)OC(=O)[C@H](Cc1ccccc1)NC(=O)c1nc[nH]c1C(=O)N1CCN(c2ccccc2)CC1
    -1.3, 0, 0, -3, ·, -0.6%, 5, 3, 8
O=C(CCCCC(=O)NCc1cccs1)NCc1cccs1
    0.6, 0, -8, 2, -4, -0.1%, -3, -7, -3
COc1nc(-c2ccc(Cl)cc2)ccc1-c1noc(-c2ccco2)n1
    -0.1, 2, 10, 8, -10, -1.5%, -9, ·, -4
Cn1ncc(Cl)c1C(=O)N1CCN(c2ccccc2)CC1
    0.9, 3, 3, -6, 8, 0.1%, 4, 6, 2
Clc1ccc(OCCn2c(-c3ccco3)nc3ccccc32)cc1
    -0.6, 4, 7, 3, -32, -0.1%, -9, 4, 2
Cc1c(NC(=S)NC(C)(C)C)c(=O)n(-c2ccccc2)n1C
    ·, 4, ·, ·, -18, 2.3%, 5, -4, 6
CC1Oc2ccccc2N(Cc2ccccc2Cl)C1=O (stereo not drawn)
    -1.4, 0, 14, -24, -20, 1.0%, -2, -8, -1
CC(C)(C)n1nc2c(c1NC(=O)COc1ccccc1F)CS(=O)(=O)C2
    0.4, 1, -2, 5, 4, -0.7%, 0, 6, 4
COc1ccccc1/C=C1/SC(=O)N(CCC(=O)Nc2ccc(S(=O)(=O)Nc3nccs3)cc2)C1=O
    -1.0, 1, -23, -13, -30, 2.7%, 2, 12, -11
CC1(C)CN(c2cccc(-c3ccnc4ncnn34)c2)C1=O
    15, 3, 7, 10, -3, 7.5%, -5, 2, -3
CCCCn1c(N)c(N(CCOC)C(=O)c2ccc(N3CCCC3)c([N+](=O)[O-])c2)c(=O)[nH]c1=O
    -0.2, 1, 3, -3, 0, -0.5%, -4, 2, -5
CCC(C)[C@H](NC(=O)NCc1cccc(OC)c1)C(=O)OC (stereo partly drawn)
    1.5, 0, 10, 27, 2, 2.7%, 5, -17, -3

Single records, from the list above. Order of screens: D2 ag, D1 agonist, D2 potentiator, D2 antag, RXFP1 antag, RXFP1 ag, TRHR enhancer, D1 antag, D1 potentiator
Listed for CC(C)N(C(=O)CSc1nc(Cc2ccccc2)nc2ccccc12)C(C)C : -0.5, 18, -2, 4, -5, 9.8%, -2, 40, 2
Listed for COc1ccccc1/C=C1/SC(=O)N(CCC(=O)Nc2ccc(S(=O)(=O)Nc3nccs3)cc2)C1=O : -1.0, 1, -23, -13, -30, 2.7%, 2, 12, -11

(more compounds)
The line under a structure holds: D2 ag, D1 agonist, D2 potentiator, D2 antag, RXFP1 antag, RXFP1 ag, TRHR enhancer, D1 antag, D1 potentiator
O=C(COC(=O)c1cc(S(=O)(=O)N2CCc3ccccc3C2)ccc1Cl)NCc1ccco1
    0.3, 3, -2, -14, -1, 0.8%, 4, 8, -1
O=C(Cn1c(=O)c2cccn2c2ccccc21)NCCCN1CCCCC1
    -0.7, 3, -3, 4, 2, 4.2%, 6, 4, 4
COc1ccccc1CNC(=O)CCn1c(=O)c2ccccc2n(CC(=O)Nc2cccc(Cl)c2)c1=O
    -0.4, 0, 2, ·, ·, -1.6%, 15, -3, 2
CC(=O)Nc1sc(NC(=O)c2ccccc2)nc1-c1cccs1
    -0.4, 0, -7, -14, 7, -0.4%, 7, 20, -8
Cc1cccc(Oc2ccc(S(=O)(=O)N3CCCCC3)cc2N)c1
    3.6, 8, -4, -12, 8, -2.1%, -1, -25, -6
O=C(NCCc1ccccc1)C1c2ccccc2C(=O)N1Cc1cccs1 (stereo not drawn)
    -1.6, -3, 12, -7, 3, -0.3%, 6, 10, 8

Screening data (PubChem BioAssay)
